Akt phos inh – HTS Assay for Inhibitors of Akt Phophorylation: Primary Screen; Neuro2A IGF-stimulated pAkt S473 HTRF, 20 min; active compounds read low; activity change, % for hits at 50 µM; 360,000 compounds, 0.32% hits; AID 651550, 2012; in the data active means activity change below about -80%; inconclusive means mostly about -51% to -80%; further: on the % scale 0 is the no-effect control and ±100 the full control effect
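Neuro2A cells in DMEM with 0.5% FBS, overnight at 37 deg C, given compound at single 50 µM final, then IGF (6 nM final) for 20 min at 37 deg C. Lysed; phospho-Akt Ser473 by HTRF after 24 h, 665/615 ratio.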
Nrf2 activator – qHTS of Nrf2 Activators; Potency, µM (titrated, usually from 46.1 µM), for inactives: at the top dose activation, usual class: activators; AREc32 ARE-luciferase reporter (MCF7-derived line), luminescence, 24 h; 410,000 compounds, 0.31% hits; further: potency means the concentration at half of the fitted maximal effect; % of control where 0% means no effect; nearly all actives have a fitted effect of over 65% in size
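Luminescent ARE reporter assay in AREc32_Fluc cells: overnight plating at 37 deg C, 24 hr compound incubation, Steady-Glo added, 30 min RT before reading.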
MmCpn inh – Inhibitors of TCP-1 ring complex (TRiC) of Methanococcus maripaludis (MmCpn): qHTS | Chaperonin Mm-Cpn (Methanococcus maripaludis) | purified Mm-Cpn ATPase, ADP Transcreener TR-FRET | Potency, µM (series often up to 76.9 µM), without a hit: top-dose activity, negative = inhibition, most hits filed as inhibitors | 330,000 compounds, 0.031% hits; further: potency means the concentration at half of the fitted maximal effect; on the % scale 0 is the no-effect control and ±100 the full control effect; nearly all actives have a fitted effect of over 80% in size
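Compound-treated chaperonin, 25 nM final, turns over 10 uM ATP at 37°C for 30 min following a 10 min preincubation; ADP generated competes with ADP-d2 for Eu-cryptate antibody, lowering FRET.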
Nrf2 block – Nrf2 qHTS screen for inhibitors; A549 ARE-Fluc reporter, luciferase luminescence, 18-24 h; Potency, µM (series often up to 46 µM), for the others: at the highest dose activity change, negative = inhibition, hits mostly inhibitors; 360,000 compounds, 2.1% hits; further: potency means the concentration at half of the fitted maximal effect; on the % scale 0 is the no-effect control and ±100 the full control effect; nearly all actives have a fitted effect of over 60% in size
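Quantitative HTS in A549 cells stably bearing an antioxidant response element-firefly luciferase construct. Inhibition of Nrf2-driven transcription was scored by luminescence after 18-24 h of compound exposure at 37 °C.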
CCT modulator – High-Throughput Screening for Modulators of Cytosolic Chaperonin Activity; purified chaperonin ATPase assay, HTRF ADP detection, 30 min; activity change, % (concentration not given with the values), hits read low; 360,000 compounds, 0.3% hits; AID 651819, 2012; in the data active means activity change below about -30%; further: on the % scale 0 is the no-effect control and ±100 the full control effect
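ATPase activity: ADP formed was measured by HTRF Transcreener (665/615 nm ratio) after 30 min at 37 deg C with 10 uM ATP. Compounds screened at one 76 uM concentration against 40 or 20 nM TRiC in Tris pH 7.4/KCl/MgCl2/DTT buffer.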
S2 tox – Viability Counterscreen for Primary qHTS for Inhibitors of ATXN expression. Potency, µM (top dose mostly 56.7 µM), most hits filed as cytotoxic. S2 cells (HEK-293 line with an ATXN2-luciferase reporter) viability, CellTiter-Fluor protease fluorescence, 24 h. AID 651635, 2014. 400,000 compounds, 0.49% hits; further: potency means the concentration at half of the fitted maximal effect; nearly all actives have a fitted effect of over 40% in size
A549 viability – Nrf2 qHTS screen for inhibitors: counterscreen for cytotoxicity; A549 ARE-Fluc cells, CellTiter-Fluor viability, 18-24 h; Potency, µM (titrated, usually from 46 µM), for the others: at the top dose activity change, negative = cytotoxicity, most hits filed as inhibitors; 390,000 compounds, 0.16% hits; further: potency means the concentration at half of the fitted maximal effect; on the % scale 0 is the no-effect control and ±100 the full control effect
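Cytotoxicity counterscreen: CellTiter-Fluor fluorescence was measured in A549 ARE_Fluc cells after 18-24 h of compound exposure in a concentration series. The subsequent BugLite luminescent read reports ARE-luciferase activity.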
TGFb inhibitor – qHTS for Inhibitors of TGF-b; HepG2 CAGA-GFP TGF-b/SMAD3 reporter, GFP fluorescence, 18 h; TGF-beta stimulated, 500 pg/mL final; Potency, µM (top dose mostly 46.1 µM), for the others: at the top dose activity, negative = inhibition, actives largely listed as inhibitors; 410,000 compounds, 1.2% hits; further: potency means the concentration at half of the fitted maximal effect; on the % scale 0 is the no-effect control and ±100 the full control effect; nearly all actives have a fitted effect of over 65% in size
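HEPG2 CAGA-GFP reporter cells (1000/well, DMEM with 1% FBS) received compounds, then recombinant TGF-beta at 500 pg/mL final for 18 hours at 37 degrees C. Per-cell GFP summed per well was normalised to unstimulated and stimulated DMSO controls before curve fitting.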
HepG2 viability – qHTS for Inhibitors of TGF-b: Cytotox Counterscreen | HepG2 CAGA-GFP viability, ATP luminescence, 18 h | Potency, µM (top dose mostly 46.1 µM), inactives show at the highest dose activity change, negative = cytotoxicity, hits mostly cytotoxic | 410,000 compounds, 0.76% hits; further: potency means the concentration at half of the fitted maximal effect; some results filed as inactive show a strong effect at the top dose
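CellTiter-Glo luminescence gave cytotoxicity after 18 hours at 37 degrees C. The cells were HepG2 CAGA-GFP in 1% FBS DMEM, stimulated with 500 pg/mL TGF-beta after compound addition. %Activity was normalised to no-cell wells (complete cell-killing) and DMSO (no toxicity), and curves were fitted and classified.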
Starred values were filed as active, the others as inactive; i = inactive; ? = inconclusive; nt = no result given; [ ] = dose if it differs, or a comment. Unless noted, the call rests on the fitted dose curve; in most records, active means well fitted curve in the direction sought with a large enough effect; inconclusive means small, poorly fitted or top-dose-only effect, or another doubt; inactive means no such curve, though single readings can be large; an effect the other way counts as inactive or inconclusive.

SMILES,S2 tox,Akt phos inh,MmCpn inh,Nrf2 activator,A549 viability,HepG2 viability,Nrf2 block,TGFb inhibitor,CCT modulator
CCN(C(=O)CSc1nccc(=O)[nH]1)C1CCCCC1,i,i,0%,0.2%,6%,-14%,3%,-1%,-3.9
CCN(CC)C(=O)CCS(=O)(=O)c1cccc2nonc12,i,i,-1%,0.3%,3%,5%,-2%,21%,0.9
O=C(CN(Cc1ccc(F)cc1)C(=O)CCC(=O)Nc1nccs1)NCc1ccccc1,nt,i,1%,0.7%,0%,-4%,-17%,3%,-1.9
O=C(O)c1cc([N+](=O)[O-])ccc1C(=O)Nc1ccccc1,i,i,0%,-0.9%,17%,-7%,15%,-4%,-1.6
CN1CCCC(OC(=O)c2cc(F)c(F)c(F)c2F)C1 (centres undefined),i,i,0%,-1.9%,1%,-6%,-14%,5%,1.1
Cc1ccccc1OCc1nc2ccccc2n1C,i,i,-8%,9.0%,3%,8%,?,-28%,-0.6
O=C(Nc1cccc(F)c1)C1CCN(S(=O)(=O)c2ccc3[nH]c4c(c3c2)CCCCC4)CC1,nt,nt,nt,-0.8%,-30%,-32%,18µM*,-27%,nt
O=C(c1cccc(S(=O)(=O)N2CCCCC2)c1)N1CCN(c2ccccc2)CC1,i,i,-2%,-0.4%,1%,-4%,-10%,-15%,-2.0
CCCn1c(N)c(N(CCOC)C(=O)c2cc(S(=O)(=O)N3CCCCCC3)ccc2OC)c(=O)[nH]c1=O,i,i,1%,-0.6%,6%,-1%,14%,-2%,-2.0
CC(C)CCn1c(=O)c2sccc2n2c(CCCC(=O)NCCc3ccccc3)nnc12,nt,nt,nt,4.1%,0%,-7%,7%,?,nt
O=C(Nc1ccccc1)c1ccc(S(=O)(=O)NCC2CCCO2)cc1 (centres undefined),i,i,-1%,-0.9%,1%,-2%,3%,-15%,0.1
COC(=O)c1sccc1NC(=O)c1ccccc1C(=O)O,i,i,nt,-0.9%,-2%,-158%,4%,0%,-0.7
CCN(CC)CCCNC(=O)CNC(=O)c1nn(-c2ccc(OC)cc2)c(=O)c2ccccc12,i,i,1%,-0.1%,5%,-15%,-4%,-13%,-3.3
CC(C)(C)OC(=O)N(CCc1ccccc1)Cc1ccc(OCc2cccc(NC(=O)C3CCCC3)c2)cc1,i,i,nt,4.4%,11%,-10%,-14%,-4%,-4.6
Cc1cc(C)cc(Cn2cc(CN3CC(N4CCSCC4)CS3(=O)=O)nn2)c1 (centres undefined),i,i,nt,-0.3%,nt,nt,nt,nt,-9.5
COC(=O)c1cc2occc2n1CC(=O)Nc1ccc(C)cc1C,i,nt,-2%,0.7%,-1%,-2%,2%,-7%,1.1
COc1ccc(C(=O)COC(=O)Cn2[nH]c(=O)c3ccccc3c2=O)c(OC)c1,i,i,-15%,-0.2%,7%,1%,14%,18%,0.9
CCOc1ccccc1NC(=O)NNC(=O)c1ccc2ccccc2c1,i,i,0%,-0.1%,-10%,-21%,-25%,1%,-1.3
Cc1cccc(-n2ccnc2SCC(=O)c2c(N)n(C3CC3)c(=O)[nH]c2=O)c1C,i,i,-1%,-1.2%,0%,-22%,-6%,-2%,0.1
Cc1cc(C)n(C(=O)c2ccc(NC(=O)C3CC3)cc2)n1,i,i,1%,-0.5%,-6%,8%,18%,20%,-1.8
CC(N)(C(=O)O)c1cccc(OCc2cccc(Cl)c2)c1 (centres undefined),i,i,0%,0.3%,0%,-2%,5%,7%,1.3
Cc1nc2ccccc2nc(C)c1=NO,i,i,-1%,5.0%,-10%,-4%,24%,-11%,0.2
Cc1nc(NC(=O)COC(=O)/C=C/c2ccco2)c(Cl)cc1Cl,i,i,0%,?,1%,5%,?,-9%,1.7
O=C(CN1CCOc2ccccc21)NC1CCN(Cc2ccccc2)CC1,i,i,0%,2.3%,7%,-16%,-20%,-5%,-1.9
O=C(NCc1ccc(Cl)c(Cl)c1)c1cc(C2CCCCN2C(=O)C2CCCCC2)on1 (centres undefined),?,i,nt,4.1%,nt,-6%,nt,-29%,-0.4
C=CCSc1nnc(NC(=O)COc2ccccc2)s1,i,i,2%,-1.3%,10%,11%,8%,16%,-1.4
CCCS(=O)(=O)N1CCCC(C(=O)NCCN(CC)c2ccccc2)C1 (centres undefined),i,i,-6%,-0.9%,-1%,23%,-6%,8%,0.7
COc1ccc(Cl)cc1NC(=O)CN(c1cccc(C)c1C)S(=O)(=O)c1ccccc1,i,nt,nt,3.6%,16%,-17%,-3%,-2%,nt
O=C1CN(C(=O)CSc2nnc(-c3ccccc3)n2Cc2ccc3c(c2)OCO3)c2ccccc2N1,i,i,0%,-0.2%,0%,13%,13%,8%,-1.3
CC(=O)Nc1ccc(NC(=O)CCCc2ccccc2)cc1,i,i,-20%,3.2%,2%,-4%,2%,5%,0.6

3 compounds already listed, sorted by molecular weight, low to high:
SMILES,S2 tox,Akt phos inh,MmCpn inh,Nrf2 activator,A549 viability,HepG2 viability,Nrf2 block,TGFb inhibitor,CCT modulator
Cc1nc(NC(=O)COC(=O)/C=C/c2ccco2)c(Cl)cc1Cl,i,i,0%,?,1%,5%,?,-9%,1.7
O=C(Nc1cccc(F)c1)C1CCN(S(=O)(=O)c2ccc3[nH]c4c(c3c2)CCCCC4)CC1,nt,nt,nt,-0.8%,-30%,-32%,18µM*,-27%,nt
O=C1CN(C(=O)CSc2nnc(-c3ccccc3)n2Cc2ccc3c(c2)OCO3)c2ccccc2N1,i,i,0%,-0.2%,0%,13%,13%,8%,-1.3

(listing goes on)
SMILES,S2 tox,Akt phos inh,MmCpn inh,Nrf2 activator,A549 viability,HepG2 viability,Nrf2 block,TGFb inhibitor,CCT modulator
O=C(NC1CCSC1=O)c1ccccc1 (centres undefined),i,i,?,-0.7%,3%,-2%,-1%,-1%,-1.5
COc1ccc2c(C)cc(N3CCCCCC3)nc2c1,i,i,1%,0.1%[9.22 µM],-1%,-18%,5%,-11%,-1.5
CCC(=O)n1nc(-c2ccccc2)nc1SCC(=O)Nc1ccc(C)cc1,i,i,0%,2.7%,-16%,-32%,-13%,-5%,0.7
Cc1ccc(CNC(=O)c2ccc(N3CCC4(CC3)CC(c3ccccc3)=NO4)c(NC(=O)c3ccc(Br)cc3)c2)cc1,i,i,-8%,0.4%,-2%,-5%,-2%,-8%,-1.5
CC(=O)c1ccc(N(C(=O)CNC(=O)c2ccco2)C(C(=O)NCC2CCCO2)c2ccccc2)cc1 (centres undefined),i,i,2%,-0.1%,1%,-28%,3%,-14%,-0.6
COc1ccc(C(=O)NC(=S)Nc2ccccc2N2CCN(S(C)(=O)=O)CC2)cc1OC,?,i,?,0.4%,1%,-24%,-20%,-2%,0.0
Cc1cc(NC(=O)COC(=O)c2cccc(S(=O)(=O)N(C)C3CCCCC3)c2)no1,i,i,2%,-0.3%,-8%,-4%,1%,-22%,-14
CN(C)C(=O)c1cccc(-c2cnc3c(NC=O)cc(-c4ccc(C(=O)N5CCOCC5)cc4)cn23)c1,i,i,nt,1.0%,nt,-10%,nt,-1%,-5.5
CCn1cc(CNC(=O)c2ccc(Cl)c([N+](=O)[O-])c2)c(C)n1,i,i,4%,9.6%,-10%,-1%,-12%,-6%,-1.6
CS(=O)(=O)c1ncc(Cl)c(C(=O)Nc2ccc(OC(F)F)cc2)n1,?,i,1%,-3.0%,?,-96%,?,?,1.6
COc1ccc(/C=N/Nc2ncc(Br)cn2)c(OC)c1,i,i,-1%,5.2%,2%,4%,?,-18%,-1.3
COC(=O)c1cn(NC(=O)Cc2ccc(Cl)cc2)c(=O)c2ccccc12,?,i,0%,0.0%,-4%,5%,9%,10%,-0.2
CC(C)C(OC(=O)CCC(=O)Nc1nccs1)C(=O)NC1CCCCC1 (centres undefined),i,i,4%,-0.3%,3%,6%,2%,13%,0.0
CCc1nnc(NC(=O)C2CCCN2S(=O)(=O)c2ccccc2)s1 (centres undefined),i,i,3%,-0.3%,-2%,8%,-13%,3%,2.7
Cc1ccc(C)c2nc(Cl)c(C#N)cc12,i,i,-15%,-0.1%,-1%,-2%,18%,8%,-1.4
Cc1ccc(NC(=O)CSc2ncnc3ccccc23)cc1S(=O)(=O)N1CCOCC1,i,i,-3%,15%,-8%,-8%,23µM*,?,0.4
Cc1cc(C)n(-c2cc(O)c(-n3nc(C)cc3C)cc2O)n1,i,i,-2%,4.0%,5%,-4%,5%,3%,2.6
CCCC(=O)N1CCC1(C)C(=O)Nc1ccc2c(c1)OCCO2 (centres undefined),i,i,nt,-0.6%,nt,9%,nt,1%,-0.7
Cn1cc(S(=O)(=O)NCc2cccs2)c(=O)n(C)c1=O,?,i,1%,-0.6%,1%,-4%,-1%,0%,0.6
CN(c1ccccc1)S(=O)(=O)c1ccc(C(=O)NCc2cccs2)cc1,i,i,-2%,-0.7%,1%,-5%,?,-8%,3.4
Cc1ccc(S(=O)(=O)N2CCOCC2)cc1NC(=O)c1cc2c(s1)CCC2,?,i,0%,0.5%,-6%,-17%,-23%,-4%,-15
Nc1ccc(S(=O)(=O)Nc2nccs2)cc1,i,i,nt,0.0%,15%,25%,12%,-16%,-0.7
Cc1ccc(N(C)C(=O)c2sc3nc4n(c(=O)c3c2C)CCCC4)cc1C,nt,nt,nt,4.5%,2%,-60%,-12%,-25%,nt
CCOc1ccc(CCNS(=O)(=O)c2ccc3c(c2)NC(=O)CO3)cc1OCC,i,i,3%,0.0%,1%,-27%,7%,7%,-6.2
CCn1c(N2CCN(S(=O)(=O)c3ccccc3C(F)(F)F)CC2)nc2ccccc21,i,i,-5%,2.6%,-13%,-6%,21µM*,-12%,3.1
